HCV inhibitor = qHTS Assay for Inhibitors of Hepatitis C Virus (HCV) | AID 651820, 2012 | Huh7.5.1 HCVcc-Cre infection, luciferase reporter, 44 h | 340,000 compounds, 3.4% hits | Potency, µM (highest dose often 41.8 µM), inactives show top-dose activity change, negative = inhibition, hits mostly inhibitors; active = well fitted inhibition curve with a large enough effect; inconclusive = small, poorly fitted or top-dose-only effect, or another doubt; inactive = no such curve, though single readings can be large or run the other way
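1,000 cells/well; 4 h culture; + compound; + HCVcc-Cre (~0.5 moi); 44 h; luciferase substrate, RT 15 min; read 15 sec.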
Starred values were filed as active, the others as inactive; ? = inconclusive; & = joins results of further samples; [ ] = remark or other dose. % is scaled to controls: 0 for no effect and ±100 for the full control effect; potency is read from the fitted curve at half-maximal effect. Some of the compounds tested; count on the stated rates, not on these rows.

SMILES | HCV inhibitor
CN(C)C(=O)CCc1ccc2c3c([nH]c2c1)[C@]1(CCc2ccccc2)[C@@H](C(=O)N2CCCCC2)C[C@H](CC(=O)NCCC2=CCCCC2)C(=O)N1CC3 | 12%
Cc1cc(NC(=O)CSc2nccn2-c2cccc(F)c2)no1 | 1%
O=C1CCCC(O)=C1Sc1cc(Cl)c(Cl)cc1Cl | 0%
O=C(/C=C/c1cccc([N+](=O)[O-])c1)c1ccc([N+](=O)[O-])o1 | 11%[8.37 µM]
Cc1ccc(NC(=S)NC(=O)C2CCCC2)c(Br)c1 | ?
COc1ccc(NC(=O)N(C)C[C@H]2Oc3c(NC(=O)C4CCCCC4)cccc3C(=O)N([C@H](C)CO)C[C@@H]2C)cc1 | 6%
Cc1c(C(=O)N2CCN(S(=O)(=O)c3cccs3)CC2)oc2ccc(F)cc12 | 16%
Cc1ccc(S(=O)(=O)/N=C2\C=C(Nc3ccc(O)cc3)C(=O)c3ccccc32)cc1 | 6.3µM*
CC(O)(Cc1cccnc1)c1cccs1 (centres undefined) | 21%
COc1ccc(NS(=O)(=O)c2cc(NC(=O)C3=NN(c4ccccc4)C(=O)CC3)ccc2OC)cc1 | -23%
C[C@]12CCC3C(C1CCC2=O)[C@H](O)C[C@H]1C[C@@H](O)CC[C@]31C (some centres undefined) | 15%
CC1=CC(=O)C(C(C)=Nc2cccc(Cl)c2)C(=O)O1 (centres undefined) | 4%
CC1=C(c2ccccc2)C=NNCC1=O | -4%
Cc1nc(N2CCN(Cc3ccc4c(c3)OCO4)CC2)c2oc3ccccc3c2n1 | -8%
N/C(=N\OC(=O)CCCN1C(=O)c2ccccc2C1=O)c1ccc(Br)cc1 | 16%

Structural class, those above with fluorine (2)
SMILES | HCV inhibitor
Cc1cc(NC(=O)CSc2nccn2-c2cccc(F)c2)no1 | 1%
Cc1c(C(=O)N2CCN(S(=O)(=O)c3cccs3)CC2)oc2ccc(F)cc12 | 16%

The listing continues.
SMILES | HCV inhibitor
O=S1(=O)c2ccccc2OC(COCc2ccccc2)CN1Cc1ccccc1 (centres undefined) | -7%
Cc1cc(F)ccc1S(=O)(=O)Nc1ccc(C(=O)N2CCCCC2)cc1 | 5%
Oc1ccc2c3c1OC1[C@H](O)CC[C@@]4(O)[C@@H](C2)N(CC2CC2)CC[C@]314 (some centres undefined) | -7%&-4%
Nc1cc2[nH]c(=O)c3ccccc3c2cc1Br | ?
CC(=O)C[C@H]1c2cc(C(F)(F)F)ccc2S(=O)(=O)N1c1ccc(N(C)C)cc1 | -15%
C#CCOCCOCCOCCNc1nc(N2CCN(C(=O)[C@H](CCCCN)n3cc([C@@H](N)CO)nn3)CC2)nc(N2CCN(C(=O)[C@H](CCCCN)n3cc([C@@H](N)CC(C)C)nn3)CC2)n1 | 17%
Cc1cc(C(c2cc(C)c(N)c(C)c2)c2ccco2)cc(C)c1N | 5%
Cc1cccc(N2CCN(CC(O)COc3ccccc3)CC2)c1 (centres undefined) | 26%
O=C(c1ccc2c(c1)C(=O)N(Cc1ccncc1)C2=O)N1CCN(S(=O)(=O)c2ccc(OC(F)(F)F)cc2)CC1 | 6%
O=C(NNC(=O)c1ccncc1)Nc1ccc(Cl)cc1 | 2%
O=C(O)C1(C(=O)O)CCCC1 | 11%
CCCCN1CC(=O)N2[C@@H]3c4cc(OC)ccc4OC[C@@H]3[C@H](C(=O)OCC)[C@]2(C)C1=O | -1%
COc1ccc(CCc2ccc3cc(OC)ccc3n2)cc1 | -29%
COCC(C)n1c(C)cc(C(=O)COC(=O)c2cnc(Cl)c(Cl)c2)c1C (centres undefined) | ?
COc1cc(CN(C(C)=O)c2ccccc2C(=O)O)ccc1[N+](=O)[O-] | 28%

2 records drawn at random from the list so far, as already listed:
SMILES | HCV inhibitor
O=S1(=O)c2ccccc2OC(COCc2ccccc2)CN1Cc1ccccc1 (centres undefined) | -7%
O=C(c1ccc2c(c1)C(=O)N(Cc1ccncc1)C2=O)N1CCN(S(=O)(=O)c2ccc(OC(F)(F)F)cc2)CC1 | 6%

More structures:
SMILES | HCV inhibitor
Cc1ccc(S(=O)(=O)N2CCCCC2)cc1NC(=O)Cc1cccs1 | -15%
CCCNC(=O)c1c(CSc2ccc(Cl)cc2)noc1C(=O)NCc1ccccc1 | -14%
COC(=O)C1=C(CCc2ccccc2)NC(=O)NC1c1ccc(Cl)cc1 (centres undefined) | 6%
COC(=O)[C@]1(C)N[C@H](CN(C)C(=O)Nc2ccc(OC)cc2)[C@@H]2C(=O)N(C)C(=O)[C@@H]21 | -3%
Cc1cc(C)nc(NNS(=O)(=O)c2ccc(Cl)cc2)n1 | -27%
Cn1cnc2c(ncn2C2OC(CO)C(O)C2O)c1=S (centres undefined) | 9%
Nc1ccc2ccccc2c1C(=O)c1ccccc1 | 2%
O=C(NCc1ccccn1)C1Nc2ccc(C(F)(F)F)cc2C2C=CCC12 (centres undefined) | -8%
CCCCN(C(=O)c1cccc(N2C(=O)c3ccccc3C2=O)c1)c1c(N)n(CCCC)c(=O)[nH]c1=O | 16%
CCCCn1c(SCC(=O)Nc2sc3c(c2C(N)=O)CCC3)nnc1-c1ccccc1 | -20%
CN(CC(=O)Nc1ccc(F)c(F)c1F)C(=O)c1nn(Cc2ccccc2)c(=O)c2ccccc12 | ?
COc1ccc(NS(=O)(=O)c2cc(C(=O)N(C)CCc3ccccn3)ccc2Cl)cc1 | 8%
COc1ccc(NC(=O)CN(C)C(=O)c2ccc3ccccc3n2)cc1 | -10%
Cc1ccc2c(c1)C(=O)N1[C@H]3c4cc(Cl)ccc4OC[C@@H]3[C@H](c3ccccc3)[C@]1(C)C(=O)N2 | ?
COc1ccc(C(CCc2cc(OC)c(OC)c(OC)c2)NC(C)=O)cc1 (centres undefined) | -3%
O=C(Cc1ccc(NC(=O)C2CCN(C(=O)C3CCCCC3)CC2)cc1)Nc1cccc(C(=O)N2CCCCC2)c1 | 2%[8.37 µM]
Cc1ccc(C(=O)Nc2ccccc2Oc2ccccc2)o1 | 0%
Cc1ccc2c(c1)[C@H]1[C@H](CO2)[C@H](c2ccccc2)[C@]2(C)C(=O)N(CC3CCCO3)CC(=O)N12 (some centres undefined) | 0%
O=C(Cc1cc(=O)oc2cc(O)ccc12)NN=Cc1ccc(N(CCCl)CCCl)cc1 | -14%
Cc1ccc(Nc2c(O)nc[nH]c2=O)cc1C | 9%
CC[C@]12c3[nH]c4ccccc4c3CCN1C(=O)C(CC(=O)NCCc1ccccn1)C[C@@H]2C(=O)N1CCN(C(=O)C2CC2)CC1 (some centres undefined) | ?
CCc1nc(C)cn1S(=O)(=O)c1ccc2c(c1)OCCO2 | 7%
CC(=O)Nc1ccc(S(=O)(=O)NCCC(=O)OCC(=O)NC(C)c2ccc(Cl)cc2)cc1 (centres undefined) | 18%
COc1ccc(C2=NOC(Cn3nc(-c4ccccc4)cc3C(=O)NCc3ccccc3OC)C2)cc1 (centres undefined) | ?
CN(C(=O)c1cccc(NC(=O)Cc2ccc(NC(=O)C3CCCN(C(=O)C4CCCC4)C3)cc2)c1)C1CCC1 (centres undefined) | -26%[8.37 µM]
CC(=O)C[C@H](O)CC(=O)[C@@H]1OC(=O)CCCCCc2ccccc21 | 20%
Cc1ccc(C(=O)N[C@H](C(=O)NC2CCCCC2)C(C)C)cc1 | 14%
COc1ccc(C(C(=O)NC2CCCCC2)N(C(=O)c2ccco2)c2ccc(-n3cnnn3)c(C)c2)cc1 (centres undefined) | -16%
CCCSc1ccc([C@@H]2[C@H]3C(=O)N(C)C(=O)[C@H]3[C@]3(C(=O)OC)CCCN23)cc1OC | 6%
COC(C[C@@H](O)C[C@@H](O)[C@H](C)OCc1ccccc1)OC | 15%

Quoted from above, 4 compounds:
SMILES | HCV inhibitor
Cc1ccc(Nc2c(O)nc[nH]c2=O)cc1C | 9%
CC[C@]12c3[nH]c4ccccc4c3CCN1C(=O)C(CC(=O)NCCc1ccccn1)C[C@@H]2C(=O)N1CCN(C(=O)C2CC2)CC1 (some centres undefined) | ?
CCc1nc(C)cn1S(=O)(=O)c1ccc2c(c1)OCCO2 | 7%
CC(=O)Nc1ccc(S(=O)(=O)NCCC(=O)OCC(=O)NC(C)c2ccc(Cl)cc2)cc1 (centres undefined) | 18%

More results.
SMILES | HCV inhibitor
C/C(=N\N(c1ccccc1)c1ccccc1)c1ccc(N)cc1 | -28%
COc1ccc([C@H]2/C=C\CN(C(=O)CC(C)(C)C)[C@@H](C)C(=O)N2Cc2ccc(F)cc2)cc1 | 5%
COc1cccc2c1SCc1ccccc1C2CC(N)=O (centres undefined) | -10%
O=C(O)c1ccccc1C(=O)c1cccc2c(Br)cccc12 | -1%
CC1(C)c2ccccc2C(=O)c2ccccc21 | 0%
CCCCCCn1c(CN2CCCCC2)nc2c1c(=O)n(C)c(=O)n2C | ?
C=CCn1c(SCC(=O)c2c(N)n(C)c(=O)n(C)c2=O)nnc1-c1ccoc1C | 2%
C=CCN1C=C(C(C)=O)C(=O)CC1 | -4%[8.37 µM]
C=CCN1CCC(=O)C(C(=O)OCC)=C1C(=O)OCC | -8%[8.37 µM]
Cn1cnc([N+](=O)[O-])c1S(=O)(=O)Oc1ccc(Cl)cc1 | ?
COc1cc(C2C3=C(COC3=O)OC(C)(C)Oc3cc4c(cc32)OCO4)cc(OC)c1OC (centres undefined) | ?
C[C@H](CO)N1C[C@H](C)[C@@H](CN(C)C(=O)Nc2ccc(C(F)(F)F)cc2)Oc2c(NC(=O)CCC(F)(F)F)cccc2C1=O | ?
CC(C)[C@H](NS(=O)(=O)c1ccccc1)C(=O)Nc1nccs1 | 8%
CCN1C(=O)[C@H]2[C@@H](c3ccc(-c4cccc(Cl)c4)c(OC)c3)N3CCCC[C@@]3(C(=O)OC)[C@H]2C1=O | 1%
COc1cc2oc(=O)ccc2cc1-c1c(OC)ccc2ccc(=O)oc12 | ?
Cc1cc2c(NCC(C)O)ncnc2s1 (centres undefined) | 8%
O=C(Nc1cc(Cl)ccc1Cl)P(=O)(O)c1ccccc1 | 12%
CC(=O)c1cccc(NC(=O)CNC(=O)Cc2cccc3ccccc23)c1 | -23%
O=C(Cc1ccccc1F)NNC(=O)c1cccs1 | -16%
Cc1ccc(NC(=O)CSc2nc(C)c(C)c(C)n2)cc1S(=O)(=O)N1CCOCC1 | -17%
O=C(CSc1ccccc1F)NC(=O)c1ccccc1Br | 7%
CCN(C(=O)COC(=O)CCS(=O)(=O)c1ccccc1)c1c(N)n(Cc2ccccc2)c(=O)[nH]c1=O | -6%
O=C(COC(=O)COc1ccc(Cl)cc1)NCCCc1ccccc1 | 2%
COc1ccc2[nH]c3c(c2c1)CCN1C(=O)C(CC(=O)NCc2ccc(OC)c(OC)c2)C[C@H](C(=O)N2CCCCC2)[C@@]31CCc1ccccc1 (some centres undefined) | 10µM*
N#Cc1ccc(N[C@@H]2CCN3C(=O)c4ccccc4[C@@H]3C[C@H]2O)cc1 | 47%[activator]
COc1ccc(CNC(=O)C[C@H]2C[C@H](C(=O)N3CCCCC3)[C@@]3(C)c4[nH]c5ccc(Cl)cc5c4CCN3C2=O)cc1OC | 14µM*
CN(C)CCCNc1oc(-c2ccc(Cl)cc2)nc1S(=O)(=O)c1ccccc1 | ?
O=C(C(=O)N(Cc1ccccc1)Cc1ccccc1)c1c(-c2ccccc2)[nH]c2ccccc12 | ?
CN(C(=O)c1cccc(NC(=O)Cc2ccc(NC(=O)C3CCCN(C(=O)C4CCCCC4)C3)cc2)c1)C1CCCCC1 (centres undefined) | 24%[8.37 µM]
CCO[C@H]1OC(C(=O)NCc2nc3ccccc3[nH]2)=C[C@@H](c2ccc3c(c2)OCO3)[C@@H]1CCCO | 2%
O=C(Nc1c(Cl)cc2c(c1Cl)Cc1cc([N+](=O)[O-])ccc1-2)C(Cl)Cl | ?
CC(=O)O[C@@H]1CC[C@]2(C)C3CC[C@@]4(C)C(C[C@@H](O)[C@@H]4O)C3[C@@H](OC(C)=O)C[C@H]2C1 (some centres undefined) | 8%
CC1CN1P(=O)(Oc1ccc2ccccc2c1)N1CC1C (centres undefined) | -20%
CC1=CC(=O)C(C(C)=Nc2ccccc2[N+](=O)[O-])C(=O)O1 (centres undefined) | -6%
O=C(c1ccc(Cl)cc1Cl)N1CCOCC1 | -6%
COc1ccccc1C(=O)OCC(=O)Nc1cccc(S(=O)(=O)NC2=NCCCCC2)c1 | 2%
COc1cc(CN(C)C(=O)C(=O)c2c[nH]c3ccccc23)ccc1O | -10%
C=C(NC(=O)C(=C)NC(=O)c1csc(C2=NC3c4csc(n4)C4NC(=O)c5csc(n5)C(C(C)(O)C(C)O)NC(=O)C5CSC(=N5)/C(=C/C)NC(=O)C(C(C)O)NC(=O)c5csc(n5)C3(CC2)NC(=O)C(C)NC(=O)C(=C)NC(=O)C(=C)NC(=O)C(C(C)C)NC2C=Cc3c(C(C)O)cc(nc3C2O)C(=O)OC4C)n1)C(N)=O (centres undefined) | 4µM*
Cc1ccc(NC(=O)CN(C)C(=O)CSc2ccccc2F)cc1 | -16%
COc1ccccc1NC(=O)C/C(N)=N/OCC(=O)Nc1cccc(Cl)c1 | ?
COc1ccc(CCNC(=O)COC(=O)c2ccc(S(=O)(=O)N3CCCC3)cc2)cc1OC | 6%
O=C(C[C@@H]1C/C=C/CC[C@H](Cc2ccc(F)cc2)C(=O)OCCNC1=O)N[C@H](CO)Cc1ccccc1 | 10µM*
COc1ccc(NC(=O)Nc2ccc3c(c2)C(=O)N([C@H](C)CO)C[C@H](C)[C@@H](CN(C)S(C)(=O)=O)O3)cc1 | -24%
COc1ccc(-c2ccc3c(c2)S(=O)(=O)c2cccc(C(=O)NCCOc4ccccc4Cl)c2C3=O)cc1OC | ?
Cc1csc(NC(=O)c2ccc(C)s2)n1 | 1%

Bioassay records deposited in PubChem by National Center for Advancing Translational Sciences (NCATS).
